Keap1 Nrf2 FP – inhibitors of human Keap1-Nrf2 protein-protein interaction | Q14145 | Keap1 Kelch-Nrf2 peptide fluorescence polarization, 1536-well | inhibition, % at 9.4 µM | 340,000 compounds, 0.15% hits | AID 504523; in the data active = inhibition above about 12%; inconclusive = no clear call, values can overlap the other calls; inactive = below about 7.3%;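 also: human Keap1 Kelch domain with fluorescein labeled Nrf2 9mer peptide probe; 0% = neutral control wells and 100% = peptide positive control; higher means more block of Keap1 binding to Nrf2 peptide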
Target sequence (Q14145 whole entry, looked up, the tested form may be a part): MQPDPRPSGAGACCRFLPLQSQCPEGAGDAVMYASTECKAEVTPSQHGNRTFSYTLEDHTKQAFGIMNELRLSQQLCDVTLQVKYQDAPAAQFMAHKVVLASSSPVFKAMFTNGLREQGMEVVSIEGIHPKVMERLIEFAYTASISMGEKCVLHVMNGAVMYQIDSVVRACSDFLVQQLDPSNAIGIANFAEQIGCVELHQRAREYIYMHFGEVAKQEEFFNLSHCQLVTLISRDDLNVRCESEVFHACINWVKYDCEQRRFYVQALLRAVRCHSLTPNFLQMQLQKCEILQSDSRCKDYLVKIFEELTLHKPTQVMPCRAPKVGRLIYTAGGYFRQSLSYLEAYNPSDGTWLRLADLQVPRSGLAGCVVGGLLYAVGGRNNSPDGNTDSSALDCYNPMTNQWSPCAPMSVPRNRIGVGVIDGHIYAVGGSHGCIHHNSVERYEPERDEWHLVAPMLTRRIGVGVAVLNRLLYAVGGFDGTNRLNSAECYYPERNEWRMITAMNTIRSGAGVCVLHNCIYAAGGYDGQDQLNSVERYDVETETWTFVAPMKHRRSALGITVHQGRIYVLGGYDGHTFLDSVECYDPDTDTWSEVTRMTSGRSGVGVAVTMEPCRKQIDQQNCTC
LANA DNA inh – inhibitors of KSHV LANA C-terminal domain DNA binding. MBP-C-LANA/FAM-LBS DNA binding, fluorescence polarization. inhibition, % at 9 µM. 340,000 compounds, 0.078% hits. AID 504423;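 active = highest replicate inhibition at or above 60% at 9 µM, even if other replicates fall short; inactive = all replicates below 60% inhibition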;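 also: 0% = neutral control wells and 100% = 4 µM acridine orange control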
SR-BI uptake up – activators of SR-BI mediated HDL lipid uptake | CHO ldlA[mSR-BI] cells, DiI-HDL uptake fluorescence, 3 h; 100 = double the neutral-control signal | 320,000 compounds, 0.096% hits | AID 504775 | activation, % at 12.5 µM;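 active = mean replicate activation of at least 60% and every replicate at or above 60%; inconclusive = mean or all-replicate condition met, but not both; inactive = mean below 60% and not all replicates reaching 60%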;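 also: 0% = median plate neutral-control signal and 100% = twice that signal; values of inactives mirror those of a sister screen read the other way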
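Material – SR-BI-overexpressing, LDLR-lacking CHO cells · Medium – BSA-supplemented, HEPES-buffered Ham's F12, pH 7.4 · Doses – single concentration · Times – compound with DiI-HDL co-incubation, 3 h at 37 °C · Measured by – bottom-read fluorescence, 550/595 nm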
CAL PDZ FP-1 – inhibitors of human CAL PDZ peptide binding | 330,000 compounds, 0.02% hits | purified CAL PDZ, TMR-peptide fluorescence polarization, 1 h | AID 504414 | Q9HD26 | inhibition, % at 20 µM;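 active = highest replicate inhibition of at least 40%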;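 also: plate controls were DMSO neutral control wells for no effect and unlabeled competitor peptide control wells for full effect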
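System: tagged CAL PDZ domain. Schedule: 1 h room-temperature incubation prior to read. Signal: fluorescence polarization (mP). Measure: percent inhibition from loss of millipolarization.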
PKA-R2B activ – activates the human PKA-R2B holoenzyme complex; PKA-R2B holoenzyme dissociation, Cy5-IP20 fluorescence polarization; R2B truncated from residue 108, S112A mutant; 0% DMSO only, 100% 113 µM cGMP; activation, % at 11.4 µM; 340,000 compounds, 0.079% hits; AID 504700;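 active = activation above a cutoff set at the mean over all compounds plus 3 SD, cut at about 18% in these data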;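 also: higher means more holoenzyme dissociation and a rise in polarization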
Rtt109 HAT inh – inhibitors of Candida albicans Rtt109/Vps75 histone acetyltransferase. AID 540336. purified Rtt109/Vps75, ThioGlo CoA-SH fluorescence, 4 h. inhibition, % at 34.9 µM. 330,000 compounds, 0.16% hits;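 active = inhibition of at least 50% in every replicate; inconclusive = best replicate reaches 50% inhibition but some replicates fall short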
Target sequence (Q5AAJ8 whole entry, looked up): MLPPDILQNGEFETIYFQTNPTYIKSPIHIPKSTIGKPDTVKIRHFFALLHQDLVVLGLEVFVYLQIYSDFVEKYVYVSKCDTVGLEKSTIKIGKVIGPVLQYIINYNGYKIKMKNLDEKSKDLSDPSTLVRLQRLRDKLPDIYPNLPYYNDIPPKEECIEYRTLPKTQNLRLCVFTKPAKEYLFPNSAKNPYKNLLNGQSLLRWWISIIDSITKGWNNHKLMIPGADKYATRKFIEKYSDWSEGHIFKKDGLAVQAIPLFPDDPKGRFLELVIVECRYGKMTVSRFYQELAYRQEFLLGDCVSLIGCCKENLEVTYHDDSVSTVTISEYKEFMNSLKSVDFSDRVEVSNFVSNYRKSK
RTF Ca sens act – cardiac RTF calcium sensitization; P19429+P45379; IANBD-labeled TnC RTF fluorescence at EC20 calcium; 0% EC20 calcium, 100% full calcium; activation, % at 7.2 µM; 340,000 compounds, 0.24% hits;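 active = activation above the mean over all tested compounds plus 3 SD, cut at about 30% in these data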;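 also: rise in fluorescence read as greater calcium sensitivity of cardiac thin filaments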
DAGLB inh – diacylglycerol lipase beta (human) inhibition; inhibition, % at 5.17 µM; HEK293T DAGLB membrane lysate, EnzChek fluorogenic substrate; 340,000 compounds, 0.059% hits; Q8NCG7; in the data active = inhibition above about 34%;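 also: 0% = enzyme with vehicle and 100% = wells lacking enzyme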
RTF Ca sens inh – cardiac RTF calcium desensitization. P19429+P45379. IANBD-labeled cardiac RTF, Ca2+ fluorescence. inhibition, % at 7.15 µM. 340,000 compounds, 0.12% hits. AID 493244;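 active = inhibition above the mean inhibition of all tested compounds plus 3 SD, cut at about 17% in these data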;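 also: assay run at fixed EC70 calcium of 1.6 mM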
CAL PDZ FP-2 – inhibitors of human CAL PDZ peptide binding; AID 602252; inhibition, % at 24.9 µM; 300,000 compounds, 0.92% hits; Q9HD26; purified CAL PDZ, TMR-peptide fluorescence polarization, 1 h;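 active = mean inhibition of at least 30% with at least half of replicates also reaching 30%; inconclusive = no clear call, values can overlap the other calls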;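 also: 0% = DMSO neutral control and 100% = excess unlabeled competitor peptide PRC23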
* hit, by the source's call; u = inconclusive; x = no result given.

Order of values – RTF Ca sens inh, DAGLB inh, PKA-R2B activ, SR-BI uptake up, Keap1 Nrf2 FP, CAL PDZ FP-1, CAL PDZ FP-2, Rtt109 HAT inh, RTF Ca sens act, LANA DNA inh
- CN(Cc1ccccc1)c1nc(CN2CCOCC2)nc2scc(-c3ccccc3)c12
→ -12, -1, -13, 11, -2, -1.4, -4, 7, 3, 1.4
- COc1ccccc1CSc1nc2ccccc2[nH]1
→ -6, -4, -8, -5, 1, -3.3, -7, 4, 5, 0.6
- C#CCOCCOCCOCCNc1nc(N2CCN(C(=O)[C@H](CCCN=C(N)N)n3cc(C(N)[C@H](C)CC)nn3)CC2)nc(N2CCN(C(=O)[C@H](CCCN=C(N)N)n3cc(C(N)[C@@H](C)CC)nn3)CC2)n1 (some centres undefined)
→ -13, 2, 9, 9, -14, 0.0, 1, 12, 1, -8.8
- Cc1cccc(N2CCN(C(=O)C3CCC(CNS(=O)(=O)c4cccs4)CC3)CC2)c1C (centres undefined)
→ -5, 1, 4, -64, -3, 0.8, -3, -2, -2, 1.4
- CCCn1c(N)c(N2CCCCC2)c(=O)n(CC(=O)Nc2ccccc2C)c1=O
→ 2, -1, 8, 2, 4, 0.4, -4, 2, 0, -0.8
- O=C(Nc1cccc(Cl)c1)Nc1csc([N+](=O)[O-])c1
→ x, x, x, -55, 0, -0.5, x, 1, x, -1.3
- COc1ccc(OC)c(/C=C/C(=O)c2ccc(Cl)cc2)c1
→ 0, -4, -8, -18, 4, x, 6, -7, -3, 0.0
- O=C(OCc1nc2ccsc2c(=O)[nH]1)c1ccc(Cl)nc1
→ -11, 2, -1, 20, 0, -1.6, 1, -2, -8, -0.3
- CCOC(=O)C1CCCN(C(=O)COc2ccc(N(C)S(=O)(=O)c3ccc(C)cc3)cc2)C1 (centres undefined)
→ -1, 2, -7, x, 0, 18, -3, -7, 2, -0.7
- CCCCc1cc(=O)oc2cc(C)cc(OCC(=O)N[C@@H](CSCc3ccccc3)C(=O)O)c12
→ 2, 3, -15, -14, -9, -0.1, -4, 20, 2, 0.8
- COc1cc(Cl)ccc1NC(=S)N(CCN(C)C)C(C)c1ccncc1 (centres undefined)
→ -7, -5, 3, x, -4, -2.6, -2, 8, 2, -0.6
- O=c1c2oc3nc4c(cc3c2ncn1CCCc1ccccc1)CCCC4
→ -7, -8, -2, -13, -5, -2.2, -3, 3, 2, -1.2
- CCCCCCOc1ccc(/C(C)=N/NC2=NCCN2)cc1
→ -8, 1, 5, -21, -4, -1.2, -1, 9, 2, 1.6
- CCOC(=O)N1CCN(C(=O)/C(=C/c2ccc(OC)cc2)NC(=O)c2ccccc2)CC1
→ -6, 1, -12, -21, -9, -4.1, -2, 21, 12, 2.2
- COc1ccc(CCNS(=O)(=O)c2cc3c4c(c2)CC(=O)N4CCC3)cc1
→ -10, 1, 1, -4, -1, -3.0, -3, -4, 2, -1.4

Overlap with the part before: 2 entries; new compounds follow.
Order of values – RTF Ca sens inh, DAGLB inh, PKA-R2B activ, SR-BI uptake up, Keap1 Nrf2 FP, CAL PDZ FP-1, CAL PDZ FP-2, Rtt109 HAT inh, RTF Ca sens act, LANA DNA inh
- CCOC(=O)N1CCN(C(=O)/C(=C/c2ccc(OC)cc2)NC(=O)c2ccccc2)CC1
→ -6, 1, -12, -21, -9, -4.1, -2, 21, 12, 2.2
- COc1ccc(CCNS(=O)(=O)c2cc3c4c(c2)CC(=O)N4CCC3)cc1
→ -10, 1, 1, -4, -1, -3.0, -3, -4, 2, -1.4
- Cc1ccc(CN2CCCN(Cc3c(C)cc(C)cc3C)S2(=O)=O)cc1
→ -4, -21, 4, 20, -3, 0.0, 2, -4, -1, -1.0
- Cc1ccc(Cn2ccc(NC(=O)c3cc(-c4ccc(Br)cc4)on3)n2)cc1
→ -10, -2, -1, -7, 1, -2.1, 2, x, 4, -0.4
- COC(=O)c1cc2oc3ccccc3c2n1CC(=O)Nc1ccccc1OC
→ 1, 2, -3, 11, -2, 0.7, -2, 1, -4, -2.8
- Oc1ccc2oc3c(c2c1)CCCC3
→ 0, 0, 2, -9, -8, -2.9, -4, 0, 3, -0.1
- O=C(Nc1ccc2nc(-c3cccs3)c(-c3cccs3)nc2c1)N1CCOCC1
→ -9, 0, -9, -36, -3, -3.3, -1, 4, 5, -0.8
- O=C(c1cc(C(=O)N2CCN(c3ccc(F)cc3)CC2)cc([N+](=O)[O-])c1)N1CCN(c2ccc(F)cc2)CC1
→ -2, 2, 10, -13, 4, 0.3, -2, 0, -6, 1.3
- CCC(NC(=O)C1CCC1)c1ccc(C)cc1 (centres undefined)
→ 10, -1, -2, 16, -2, -0.7, 3, -3, 0, -0.5
- COc1ccc(N2CCN(S(=O)(=O)c3ccc4oc(=O)ccc4c3)CC2)cc1
→ 4, -2, 0, 25, -2, -7.3, -1, 1, -6, 0.6
- COc1ccc(NC(=O)CN2CCC(C(=O)c3ccc(C)cc3)CC2)c(OC)c1
→ 1, -2, -4, x, -5, -1.9, -2, 14, -4, 0.1
- CN1CCN(C(=O)CCN2C(=O)/C(=C\c3ccc(Cl)cc3Cl)SC2=S)CC1
→ 2, -2, 1, -35, -6, 1.2, -5, x, 2, 0.4
- COc1ccc(Cc2nc3ccccc3n2CC(=O)N/N=C/c2ccccc2)cc1OC
→ -2, 3, -13, 0, -5, -5.0, -2, 0, 10, -2.1
- CCC(C)Oc1cccc(OCCCCN2C(=O)NC(C)(C)C2=O)c1 (centres undefined)
→ -3, -1, -2, -7, 1, x, -1, 2, 2, 3.0
- CC(Sc1nnnn1-c1ccccc1)C(=O)Nc1ccc(N2CCN(C)CC2)cc1 (centres undefined)
→ 2, 0, -7, -34, 5, -1.8, -2, 2, -4, -1.7
- COc1ccc(NC(=O)Nc2cccc(C(F)(F)F)c2)cn1
→ -3, -2, 1, -25, 5, -4.3, -1, 15, -2, 4.0
- Cc1ccc(Cl)cc1NC(=O)CN1C(=O)COc2ccc(S(=O)(=O)N3CCOCC3)cc21
→ -2, 5, -11, 25, -5, -1.8, -1, 10, -3, 1.7
- COc1ccc(-c2nc(N)nc(C(F)(F)F)c2-c2ccccc2OC)c(O)c1
→ 0, -2, -16, -2, 4, -0.7, -1, -3, 2, 0.8
- CCCOc1ccc(Br)cc1/C=N/O
→ -11, -6, -9, 23, -4, -0.8, 0, -3, -1, 1.0
- CC(C)(C)OC(=O)NCc1ccc(NC(=O)c2nc[nH]c2C(=O)NCCNC(=O)c2[nH]cnc2C(=O)Nc2ccc(CNC(=O)OC(C)(C)C)cc2)cc1
→ -3, 3, 3, 14, 1, -0.6, -5, -4, 2, 2.0
- S=C(NCc1ccco1)N1CCN(Cc2ccc(Cl)cc2Cl)CC1
→ -6, -9, 1, -32, -2, -1.5, 3, 1, -2, -1.9
- Cc1ccc(CNC(=O)COc2ccc(C)nc2[N+](=O)[O-])cc1
→ -19, 1, 2, -2, -4, -1.0, -4, -4, -4, 0.8
- CCN(CC)C(=O)COc1ccc(CC(=O)O)cc1OC
→ -15, -1, -19, 1, 6, -1.7, 4, 0, -2, 1.1
- CC1CCN(C(=O)C2CCN(c3ncnc4c3nc3n4CCCCC3)CC2)CC1
→ 4, -1, -3, 19, 2, -3.1, -4, -1, -4, -1.1
- COc1cccc(C(=O)Cn2c(=O)n(CCC(=O)NCC3CCCO3)c(=O)c3cc(OC)c(OC)cc32)c1 (centres undefined)
→ -14, -3, -5, x, 6, -2.1, 1, -2, -1, 0.4
- COc1cc(OC)cc(-c2c(-c3ccc(F)cc3)c3cc(-c4ccc(OC)nc4)ccc3n2C)c1
→ -6, -3, -4, -28, -3, -0.2, -1, 14, 3, 0.5
- CC(C)c1ccc(S(=O)(=O)N2CCN(C(=O)[C@@H]3CCCN3C(=O)c3cccs3)CC2)cc1
→ 0, 2, -9, -10, -7, -0.5, -6, -1, 1, -1.2
- CCOC(=O)c1nnn2c1nc(N1CCCCC1)c1ccccc12
→ 0, -1, 7, -13, -2, 0.0, -8, 1, -1, -2.4
- CCN(N=O)[C@@H](Cc1ccccc1)CN(N=O)[C@@H](Cc1ccccc1)CN(C)N=O
→ 12, -2, 3, 8, -2, -0.2, -4, -7, 3, -2.2
- CN(C)N=C1c2cc(S(=O)(=O)N3CCOCC3)ccc2-c2ccc(S(=O)(=O)N3CCOCC3)cc21
→ 4, 1, 8, -9, -2, -0.9, -6, -1, -2, -1.0
- CC1(C)CC(NC(=O)C(F)(F)F)CC(C)(C)N1OC(=O)c1ccco1
→ 3, 1, 1, x, 5, 1.3, 0, 1, -1, 0.2
- CCN(CC(=O)Nc1ccc(NC(C)=O)cc1)CC(=O)Nc1ccc(F)c(Cl)c1
→ 16, -1, -7, -12, 0, -1.4, 0, 4, 0, -1.2
- CC1CCN(S(=O)(=O)c2ccc3[nH]c(=O)cc(C(=O)O)c3c2)CC1
→ 8, 1, -3, 36, -3, -1.3, -2, 28, 0, 1.5
- CC(N=Cc1cccc(O)c1O)c1ccccc1 (centres undefined)
→ -7, 9, -1, 10, 1, 1.1, -8, 12, -6, 2.8
- COC(=O)CC(NS(=O)(=O)c1cccs1)c1ccccc1Cl (centres undefined)
→ -22, -3, -5, -16, -2, -2.0, 1, 0, 1, -1.9
- O=C(Oc1ccccc1C(=S)N1CCOCC1)c1ccccc1
→ -11, 1, 0, x, 0, -2.0, -6, 7, -1, -0.8
- CN(C)C(CNc1ncnc2sccc12)c1ccccc1 (centres undefined)
→ -4, 1, -5, 20, 1, -1.2, 0, -4, -1, -0.4
- CN(CC(=O)O/N=C(\N)c1ccc([N+](=O)[O-])cc1)S(=O)(=O)c1ccccc1
→ -7, -2, 0, 3, -2, -5.4, x, 9, 7, 0.2
- O=C(C1CCN(S(=O)(=O)N2CCCCC2)CC1)N1CCCCC1
→ -1, 0, 8, 3, -7, 0.1, x, -12, 2, -0.8
- O=[N+]([O-])c1ccc(Cc2ccc([N+](=O)[O-])cc2)cc1
→ -2, -2, 0, 3, 5, -0.9, -3, 0, -9, 2.2
- Cc1ccccc1/C=C/c1nc2ccccc2c(=O)n1Cc1ccccc1
→ -6, 1, 1, 47, 4, -2.5, 5, 2, -4, -2.4
- COc1ccc(C(=S)N2CCN(c3ccccc3Cl)CC2)cc1OC
→ -8, -4, -8, -15, 3, -0.9, 0, u, -6, -1.4
- Cc1csc(SCC(=O)Nc2sc3c(c2C#N)CCC3)n1
→ -13, -4, 12, -36, -2, -1.8, -2, -4, -6, 0.5
- CCCC1OC(c2cc3c(cc2Cl)OCO3)OCC1CC (centres undefined)
→ -5, -9, 15, -60, -1, -0.7, x, 0, -8, -1.5
- Cc1ccc(NCc2nnc(SCC#N)o2)c(C)c1
→ -3, 0, 4, 3, -4, -0.1, -3, -2, 1, -2.0
- NC(=O)CC(NC(=O)Cc1ccc(Cl)cc1)c1ccc(NC2CCCCCCC2)c([N+](=O)[O-])c1 (centres undefined)
→ 0, 8, 4, -7, -9, -0.2, 1, -8, 10, 2.8

Screening results (PubChem)
